High-throughput results (PubChem BioAssay)
iPSC survival up: increases survival of single human iPS cells; hiPSC single-cell survival, ATPlite luminescence; 100% = ROCK inhibitor wells, 0% = DMSO; hit rate 0.044% among 360,000; AID 602274; survival enhancement, % at 20 µM; in the data active = survival enhancement above about 18%;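 also: cells exposed to compounds for 16 hours before the ATP read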
CF NFkB inh: inhibitors of cystic fibrosis induced NF-kB | KKLEB NF-kB-GFP reporter, PAF-induced, GFP fluorescence overnight | inhibition, % at 5 µM | hit rate 0.86% among 360,000 | AID 588850;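 active = at least 50% inhibition at 5 µM, scaled per plate between neutral and stimulator controls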;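 also: PAF is a Pseudomonas aeruginosa culture filtrate used as stimulus; plate controls were PAF-stimulated DMSO wells for no effect and unstimulated DMSO wells for full effect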
MITF TRPM1 inh: reduces MITF-dependent TRPM1 promoter luciferase signal. hit rate 0.83% among 330,000. inhibition, % at 12.5 µM. SK-MEL-5 TRPM1 promoter luciferase, 24 h;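 active = mean inhibition across replicates of 60% or more, whatever share of single replicates reaches that level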; also: values of inactives mirror those of a sister screen read the other way
HIF-2a inh: HIF-2a inhibition; AID 624352; 786-0 RCC cells HIF-2a reporter, luciferase luminescence, overnight; inhibition, % at 18.8 µM; hit rate 0.72% among 360,000;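 active = inhibition of the luminescence signal of 40% or more relative to plate controls, in a single-dose primary screen at 18.75 µM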
Shn3 inh set2: reduces Shn3 3'UTR luciferase signal in osteoblasts | hit rate 0.52% among 360,000 | Clone20 osteoblast Shn3 3'UTR firefly luciferase, 24 h | inhibition, % at 12.5 µM;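 active = mean inhibition of at least 75% with every replicate also reaching 75%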;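 also: 0% = median of neutral control wells and 100% = pilot-screen positive control compound; some compounds past the cut are filed as inactive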
NR2E3 ag-1: NR2E3 (human) agonism; GST-NR2E3/biotin-RetCOR TR-FRET, 1536-well; inhibition of corepressor binding, % at 4.78 µM; hit rate 0.12% among 320,000; AID 2300;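 active = percent inhibition above the cutoff of mean plus 3 SD of all tested compounds, set per screening campaign, cut at about 20% in these data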;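 also: 0% = DMSO wells and 100% = biotin wells as full block of FRET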
Target sequence (Q9Y5X4 whole entry, looked up): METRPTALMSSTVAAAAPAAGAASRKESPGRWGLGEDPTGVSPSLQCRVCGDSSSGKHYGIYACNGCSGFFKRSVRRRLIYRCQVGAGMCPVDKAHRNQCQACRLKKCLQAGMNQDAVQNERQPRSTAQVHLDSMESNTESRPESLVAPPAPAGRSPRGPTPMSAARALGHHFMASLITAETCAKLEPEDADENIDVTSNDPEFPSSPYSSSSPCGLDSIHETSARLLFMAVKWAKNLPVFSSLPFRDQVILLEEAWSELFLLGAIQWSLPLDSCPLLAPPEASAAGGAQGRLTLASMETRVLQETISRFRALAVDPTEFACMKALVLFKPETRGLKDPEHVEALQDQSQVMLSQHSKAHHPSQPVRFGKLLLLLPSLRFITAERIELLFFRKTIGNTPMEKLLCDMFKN
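System: GST-tagged NR2E3 plus biotinylated RetCOR corepressor; Buffer or medium: pH 7.5 Tris-based buffer; Probe or stimulus: RetCOR corepressor, biotinylated, 7 nM; Doses: compound at 4.8 µM, single dose; Schedule: 5 h incubation at 4 °C; Technique: time-resolved FRET; Evaluation: percent inhibition of TR-FRET ratio; Replication: one well per compound, singlicate testing.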
EBV LMP1 NFkB: inhibitors of Epstein-Barr LMP1-induced NF-kappaB reporter; LMP1-induced NF-kappaB luciferase reporter cells, luminescence; AID 504558; hit rate 0.69% among 350,000; inhibition, % at 12.5 µM; in the data active = inhibition above about 41%;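 also: 0% = neutral control wells and 100% = reference inhibitor control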
Peg3 promoter: inhibitors of Peg3 promoter; HeLa PEG-Prom luciferase reporter, luminescence, overnight; inhibition, % at 20 µM; hit rate 1.7% among 360,000;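 active = inhibition of at least 50% at 20 µM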
NR2E3 ag-2: activates human NR2E3 receptor. hit rate 0.35% among 360,000. CHO-S Gal4-NCOR/VP16-NR2E3 two-hybrid, luciferase. inhibition of corepressor binding, % at 3.98 µM. Q9Y5X4. AID 602229;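 active = inhibition above the mean of all tested compounds plus 3 SD, cut at about 70% in these data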;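 also: 0% = DMSO with NR2E3 transfected cells and 100% = cells lacking NR2E3 construct; higher means lower luciferase signal from less NR2E3 corepressor binding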
KKLEB tox: counter-screen for CF NF-kB inhibitors: cytotoxicity; KKLEB CF airway cells viability, ATPlite luminescence, overnight; active compounds read low; cells stimulated with P. aeruginosa culture filtrate; activity change (cytotoxicity), % at 5 µM; hit rate 0.36% among 360,000; AID 602141;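 active = corrected activity change at or below -50% at 5 µM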
C8 TRAIL sens: caspase-8 TRAIL sensitization. hit rate 1% among 360,000. AID 624354. NB7+C8 cells + TRAIL, ATPlite viability luminescence. inhibition (viability loss, TRAIL sensitization), % at 10 µM;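 active = compounds causing at least 50% loss of cell viability in the single-dose screen, relative to plate controls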
Active calls of the source: *; . = no result given. Only part of the results is shown; rates above refer to the full screens.

SMILES | iPSC survival up | CF NFkB inh | MITF TRPM1 inh | HIF-2a inh | Shn3 inh set2 | NR2E3 ag-1 | EBV LMP1 NFkB | Peg3 promoter | NR2E3 ag-2 | KKLEB tox | C8 TRAIL sens
Cc1ccnc2nc(C(=O)Nc3ccc4c(c3)OCO4)nn12 | -2.5 | 0.1 | 9.4 | -55.5 | -33.2 | 0.0 | 5.1 | -48.4 | -107.5 | -0.2 | 26.2
O=C(c1ccccc1NS(=O)(=O)c1ccc([N+](=O)[O-])cc1[N+](=O)[O-])N1O[C@@H]2C=C[C@H]1C2 | 4.8 | 10.8 | 16.3 | -15.9 | -16.9 | . | -8.5 | 7.2 | -27.4 | -0.1 | 15.2
Cc1cc(NC(=O)CCC(=O)N(c2ccccc2F)C(C(=O)NC2CCCC2)c2ccccc2)no1 (stereo not given) | 0.5 | -1.3 | 2.5 | 13.8 | 16.7 | 1.0 | 0.3 | 13.1 | -5.2 | 4.4 | -23.2
O=C(NC1CC1)c1ccc(NS(=O)(=O)c2ccc(F)cc2)cc1 | -0.4 | -5.9 | -1.7 | 3.9 | -3.6 | 1.3 | -4.3 | 5.3 | -19.6 | 12.6 | 7.1
O=C(Nc1ccc(F)cc1Cl)C1CCN(C(=O)Nc2ccccc2)CC1 | -0.5 | -23.2 | -2.6 | -55.4 | -10.0 | 1.8 | -1.5 | -30.1 | -19.7 | 4.3 | -6.7
CCSc1ncnc2c1sc1nc3c(cc12)COC(C)(C)C3 | 1.3 | -38.3 | -71.5 | -291.3 | -27.2 | -0.5 | -46.2 | -319.6 | -55.4 | 19.8 | -3.2
COc1ccccc1NC(=O)Nc1nnc(C(C)C)s1 | 2.0 | 5.2 | -83.7 | -188.6 | -63.1 | 0.2 | -6.0 | -282.7 | -77.1 | 2.5 | -8.5
COc1ccccc1NC(=O)COc1cc(C)nc(C(C)C)n1 | -0.7 | -13.5 | -4.9 | -8.6 | -18.9 | 0.0 | -7.3 | -7.1 | 0.8 | 9.7 | 13.4
COC(=O)C[C@H]1C[C@@H]2c3cc(NC(=O)NC4CCCC4)ccc3O[C@@H]2[C@@H](CO)O1 | 0.7 | 5.1 | . | 7.4 | 8.2 | . | 1.3 | 3.8 | -4.2 | -13.5 | -11.1
Cc1nnc(SCC(=O)N(C)c2c(N)n(Cc3ccccc3)c(=O)[nH]c2=O)n1Cc1ccccc1 | 0.5 | -0.3 | 13.0 | 12.4 | -8.1 | 4.3 | 5.3 | 12.7 | -19.8 | 5.6 | -0.2
NC(=O)C1=C[C@@H](c2ccc(Br)cc2)C[C@@H](OCCCCO)O1 | 6.0 | -19.2 | -6.0 | -6.7 | -15.5 | 0.5 | 0.3 | -0.2 | 3.5 | 7.5 | -18.3
CN(C(=O)CSc1nc(N)cc(N)n1)C1CCS(=O)(=O)C1 (stereo not given) | -0.2 | -19.1 | -1.5 | 8.9 | 0.0 | -1.5 | -0.1 | -10.8 | -9.1 | 33.0 | 6.6
CC(NC(=O)c1cccs1)C1CCCO1 (stereo not given) | 0.1 | 1.7 | 4.0 | 10.9 | -18.5 | 5.7 | -14.0 | 13.9 | -16.1 | -2.9 | -12.8
O=C(O)CCC(=O)N1CCN(c2ncccc2C(F)(F)F)CC1 | 0.2 | -4.1 | -6.4 | 18.2 | -4.4 | 1.5 | 8.8 | 8.0 | 8.2 | 3.2 | 0.4
N#CCC(=O)N/N=C/c1cccc(Oc2ccccc2)c1 | 3.6 | 16.2 | -5.1 | 9.1 | -7.1 | 3.3 | -21.6 | 11.6 | -22.7 | -12.4 | 4.4
Nc1ccc(SC(F)(F)F)cc1C(=O)c1ccccc1 | 0.0 | -27.8 | -19.8 | -20.6 | -8.5 | -6.9 | -45.0 | 20.5 | -18.9 | -8.1 | 24.7
Cc1ccc(NC(=O)N2CCCC2C(=O)NCC2CCCCC2)cc1 (stereo not given) | 0.2 | -11.6 | -6.3 | 6.1 | -4.3 | 2.3 | -1.3 | 8.2 | -1.2 | 3.4 | -10.5
COc1ccc(-c2nnnn2C)cc1S(=O)(=O)NCc1ccccc1 | 2.0 | 9.6 | -15.3 | 4.8 | -13.7 | 3.3 | -4.9 | 1.4 | -3.0 | -18.1 | -8.9
CCCn1c(CCNc2nc(-c3ccc(Cl)c([N+](=O)[O-])c3)cs2)nc2cc(Cl)c(Cl)cc21 | -0.2 | -2.5 | 1.1 | -3.0 | -11.2 | -3.7 | 7.5 | 1.8 | -19.4 | -14.0 | 5.1
C[C@H](CO)N1C[C@H](C)[C@@H](CN(C)C(=O)NC2CCCCC2)Oc2ccc(NC(=O)c3ccncc3)cc2C1=O | 0.5 | -0.1 | 2.6 | 10.0 | -2.7 | . | 2.9 | 8.4 | -31.9 | -10.8 | 2.6
CC(=O)NC1(c2ccccc2)CCN(Cc2nnnn2C(C)(C)C)CC1 | 1.6 | -0.3 | -11.6 | -1.5 | -9.1 | 3.1 | -11.0 | 1.2 | -11.5 | -3.1 | -6.3
COc1ccc2oc(-c3ccccc3)cc(=O)c2c1 | 0.6 | -12.8 | . | -15.3 | 6.6 | . | . | -44.3 | -124.7 | -36.2 | 71.8*
COc1ccc(NC(=O)CC2CC3CCC2C3)cn1 (stereo not given) | -0.6 | -3.0 | -30.3 | -78.0 | -37.1 | 1.2 | -17.0 | -84.4 | -53.5 | 12.0 | 2.7
CS(=O)(=O)c1ccc2nc(NC(=O)CCC(=O)c3cccs3)sc2c1 | -2.5 | 5.7 | -11.4 | -90.6 | -44.5 | 1.3 | -15.2 | -80.9 | -23.5 | 0.2 | -10.9
Cc1c(C(=O)O)sc(S(=O)(=O)N2CCN(C(=O)CC(C)c3ccccc3)CC2)c1C(=O)O (stereo not given) | -0.2 | -15.3 | 14.0 | 10.2 | 0.9 | . | 0.1 | 3.2 | -13.1 | 1.8 | 14.1
Cc1c(Cc2ccccc2)c(=O)oc2c(CN(C)C)c(O)c(Cl)cc12 | 3.8 | 3.1 | 4.6 | 9.1 | -31.0 | -0.1 | -6.2 | 23.1 | -14.1 | 13.7 | -13.4
COc1cc2[nH]c(=O)n(CCC(=O)NC3CCCC3)c(=O)c2cc1OC | 2.8 | -8.0 | -3.7 | 14.6 | -0.3 | -0.8 | -3.0 | 8.2 | -25.2 | -6.1 | -6.3
COC(=O)c1ccc(CN2CCCC(CCC(=O)NCc3ccc(C)o3)C2)cc1 (stereo not given) | 2.6 | 0.7 | 0.0 | 10.1 | 3.8 | -1.2 | -9.3 | 11.9 | -5.8 | 5.3 | 5.9
COc1cccc(/C=C/C(=O)c2ccc3c(c2)OCCO3)c1OC | -0.7 | -13.0 | -66.4 | -207.9 | -45.7 | -0.7 | -37.9 | -233.5 | -96.5 | -28.3 | 71.2*
Cc1ccc(SC(C)C(=O)Nc2cccnc2)cc1 (stereo not given) | 2.4 | -0.3 | -22.8 | 3.5 | 1.1 | -1.1 | 1.1 | 11.5 | -6.1 | -1.8 | 7.1
CCS(=O)(=O)N1CCN(S(=O)(=O)c2ccc3c(c2)OCCO3)CC1 | 0.2 | -15.7 | -3.9 | 7.5 | 23.5 | -3.1 | 1.2 | -6.3 | -22.5 | 3.4 | -16.9
CN1C[C@@H]2[C@@H]3C(=O)N(C)C(=O)[C@@H]3[C@](C)(C1=O)N2C(=O)c1ccc(C(F)(F)F)cc1 | 0.5 | 19.6 | 4.1 | -3.1 | 3.6 | . | 19.3 | -20.7 | -22.0 | -14.1 | 1.1
CCOc1ccc(Cl)cc1-c1cc(C(=O)NCc2cccc(C(F)(F)F)c2)[nH]n1 | 9.0 | 0.9 | . | -24.8 | -2.3 | . | . | -25.8 | -9.6 | -4.1 | 17.5
COc1cc(NC(=O)c2cccc(COCC(F)(F)C(F)F)c2)cc(OC)c1OC | -1.6 | -10.8 | 13.0 | 4.4 | -2.2 | 0.9 | 11.6 | 28.0 | -23.5 | -3.2 | 19.0
COc1ccc(-n2c(SCC(=O)Nc3sc4c(c3C#N)CCCC4)nnc2-c2ccccc2OC)cc1 | 4.0 | -1.3 | 8.5 | 13.8 | 32.3 | 0.9 | 1.0 | 29.5 | -21.0 | -14.7 | 2.2
CC(/C=N/NC(=O)c1cccc([N+](=O)[O-])c1)=C\c1ccccc1 | 3.7 | 44.7 | -42.5 | -88.3 | -16.1 | -1.9 | -14.6 | -12.1 | -33.7 | -46.9 | 25.7
Cc1ccc(/C=C2\SC(=S)N(C(Cc3ccccc3)C(=O)O)C2=O)cc1 (stereo not given) | 0.8 | -10.2 | -9.8 | 21.8 | -16.4 | 0.1 | 7.4 | -1.2 | -14.6 | -2.6 | -14.6
Nc1nnc(SCC(=O)OCC(=O)c2ccccc2Br)s1 | 0.3 | 14.8 | 8.7 | 19.3 | 3.5 | -0.6 | -11.0 | -3.9 | -6.3 | -6.2 | -7.0
Cc1ccc(C(=O)C(OC(=O)CCC(=O)Nc2cccc(C)c2)c2ccccc2)cc1 (stereo not given) | 1.6 | -8.0 | -4.6 | 6.7 | -19.9 | 1.3 | -3.0 | 4.7 | -10.2 | 6.3 | -10.7
COc1ccc(CNc2oc(-c3ccccc3)nc2C#N)cc1 | 0.1 | 17.7 | -4.8 | -208.0 | -5.9 | -2.0 | -14.1 | -134.3 | -37.6 | 5.2 | -10.7
CC1=C(C(=O)OCC2CCCO2)C(c2ccc(C)o2)C2=C(CC(c3ccc(F)cc3)CC2=O)N1 (stereo not given) | -3.7 | 1.2 | 5.8 | 38.5 | 7.9 | 2.1 | -13.4 | 32.9 | -25.0 | 5.7 | -11.7
Cc1nccn1S(=O)(=O)c1ccc(Br)cc1Br | -1.2 | -6.3 | 11.7 | 6.3 | -1.9 | -0.3 | -4.4 | 6.2 | -3.7 | -0.1 | -14.6
CCN(CC)c1ccc(-c2sc(Nc3ccccc3)n[n+]2-c2ccc(F)cc2)cc1 | -2.9 | -36.1 | 14.9 | -7.1 | -3.9 | 6.8 | 4.4 | -17.8 | -45.6 | 14.0 | 17.4
Oc1ccc2ccccc2c1C1Nc2cccc3cccc(c23)N1 | 2.2 | -24.7 | 30.7 | -21.6 | -2.6 | 2.7 | 1.8 | 13.5 | 11.0 | 6.3 | 10.8
COCCCNc1ccn2nc(-c3cccc(Cl)c3)cc2n1 | 0.7 | -21.3 | . | -277.6 | -62.4 | . | . | -269.9 | -120.9 | 8.8 | 18.7
